TAAR1 ag = agonists of human TAAR1; Q96RJ0; CHO RD-HGA16 TAAR1, Fluo-8 calcium fluorescence; vehicle wells 0%, saturating PEA agonist 100%; activation, % at 3 µM; hit rate 0.99% among 360,000; AID 624467;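 active = activation above the mean activation of all test compounds in the run plus 3 SD, cut at about 38% in these data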
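Benchmarks: low control DMSO, high control PEA (EC100); System: CHO RD-HGA16 cells carrying human TAAR1 plus Gα16; Detection: Fluo-8 fluorescence, 5 s baseline then 140 s kinetic read; Schedule: 17-24 h plating, Fluo-8 75 min 37 °C, 30 min RT; Read-out basis: % activation from peak over basal fluorescence ratio, DMSO-to-PEA scaled.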
CHO parental Ca = counter-screen for OX1R antagonists: effect in parental CHO cells. hit rate 0.63% among 330,000. parental CHO-K1, ATP-induced calcium, Fluo-8 fluorescence. AID 463079. inhibition, % at 5.6 µM;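 active = inhibition above that plate's mean sample inhibition plus 3 SD, cut at about 26% in these data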;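 also: 0% = ATP-challenged DMSO wells and 100% = DMSO wells without ATP; some compounds past the cut are filed as inactive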
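Material – parental CHO cells · Reagent – ATP stimulus · Compound – single nominal dose of 5.6 µM per compound · Detection – Fluo-8 fluorescence · Read-out basis – percent inhibition of calcium signal · Controls – ATP-challenged DMSO wells low, unchallenged DMSO wells high · Repeats – no replicates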
M1 PAM parental = nonselective activator or artifact in parental CHO-K1 calcium assay. ATP EC20, Fluo-8 calcium fluorescence; 0% at ATP EC20, 100% at ATP max. activation, % at 3 µM. hit rate 0.02% among 360,000. AID 602247;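 active = activation above the run cutoff, the mean activation of all test compounds plus 3 SD, cut at about 40% in these data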;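 also: peak over basal fluorescence ratio in a 140 s read after ATP addition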
CHO-K1 Ca antag = nonselective inhibitor or artifact in parental CHO-K1 cells | ATP-induced calcium, Fluo-8 fluorescence | inhibition, % at 3 µM | hit rate 0.6% among 360,000 | AID 602250;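 active = inhibition above a per-plate cutoff, the plate's mean sample inhibition plus 3 SD, cut at about 24% in these data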;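 also: 0% = DMSO plus EC80 ATP and 100% = DMSO alone without ATP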
CHRM1 agonist = agonists of human M1 muscarinic receptor. hit rate 0.33% among 360,000. CHO-K1 hM1, Fluo-8 calcium fluorescence, agonist mode; 0% DMSO, 100% acetylcholine EC100. activation, % at 3 µM. P11229;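 active = activation above the run's mean compound activation plus 3 SD, cut at about 16% in these data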;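 also: peak over basal fluorescence ratio within a 140 s kinetic read after compound addition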
Target sequence (P11229 whole entry, looked up): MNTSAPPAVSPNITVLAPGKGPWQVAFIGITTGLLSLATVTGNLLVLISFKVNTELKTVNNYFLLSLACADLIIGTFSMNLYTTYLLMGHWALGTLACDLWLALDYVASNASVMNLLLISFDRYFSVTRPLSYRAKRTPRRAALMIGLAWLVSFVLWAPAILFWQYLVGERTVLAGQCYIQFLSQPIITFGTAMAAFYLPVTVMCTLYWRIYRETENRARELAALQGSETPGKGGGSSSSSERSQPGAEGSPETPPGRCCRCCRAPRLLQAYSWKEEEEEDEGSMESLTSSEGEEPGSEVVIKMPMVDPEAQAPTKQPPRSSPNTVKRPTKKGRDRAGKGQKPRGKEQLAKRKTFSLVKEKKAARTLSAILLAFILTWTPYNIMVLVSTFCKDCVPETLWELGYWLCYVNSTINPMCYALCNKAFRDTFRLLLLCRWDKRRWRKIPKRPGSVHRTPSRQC
TAAR1 antag = antagonists of human TAAR1; hit rate 1.5% among 360,000; CHO RD-HGA16 TAAR1, Fluo-8 calcium fluorescence, antagonist; AID 624466; inhibition, % at 3 µM; Q96RJ0;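 active = inhibition above a per-plate cutoff, the mean inhibition of test compounds on that plate plus 3 SD, cut at about 49% in these data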;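 also: 0% = DMSO plus EC80 beta-PEA response and 100% = DMSO alone without agonist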
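System: CHO RD-HGA16 cells bearing hTAAR1. Reagent: EC80 β-phenethylamine stimulus. Schedule: seeding 17-24 h prior, 75-min 37 °C, 30-min RT dye loading. Signal: Fluo-8 intracellular calcium dye fluorescence, real-time kinetic reads. Read-out: % inhibition from peak post-agonist over basal fluorescence ratio. Benchmarks: vehicle wells and EC80 agonist wells. Replicates: n of 1.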
OXTR potentiate = potentiates the human oxytocin receptor response | P30559 | CHO-OTR cells, Fluo-8 calcium fluorescence, potentiator mode; 0% = oxytocin EC15, 100% = EC100 | activation, % at 3 µM | hit rate 0.061% among 320,000;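 active = activation above that plate's cutoff, the mean activation of tested compounds plus 3 SD, cut at about 6.6% in these data, passing the limit was not always enough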;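 also: 100% uses oxytocin at 75 nM as the full agonist control; some results filed as inactive read as strong as hits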
Target sequence (P30559 whole entry, looked up): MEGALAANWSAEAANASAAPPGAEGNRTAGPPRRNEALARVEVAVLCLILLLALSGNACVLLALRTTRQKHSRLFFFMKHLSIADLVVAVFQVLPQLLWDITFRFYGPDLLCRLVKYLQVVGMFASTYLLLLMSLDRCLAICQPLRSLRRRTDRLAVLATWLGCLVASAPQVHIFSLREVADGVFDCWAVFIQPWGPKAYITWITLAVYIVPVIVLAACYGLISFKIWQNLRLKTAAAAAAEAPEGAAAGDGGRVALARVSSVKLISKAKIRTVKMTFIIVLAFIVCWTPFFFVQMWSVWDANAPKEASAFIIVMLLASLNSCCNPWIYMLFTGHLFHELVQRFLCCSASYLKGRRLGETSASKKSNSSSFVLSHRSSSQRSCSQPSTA
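Dosing: Single dose, 3.0 µM nominal final compound concentration | Material: Human OTR in CHO cells | Technique: Kinetic Fluo-8 calcium fluorescence | Benchmarks: EC15 oxytocin alone as 0%, 75 nM oxytocin as 100% | Probe or stimulus: Oxytocin at about EC15, sub-maximal agonist stimulus | Incubation: Compound 6 min at room temperature before oxytocin, 100 s read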
CHO-K1 Ca ag = nonselective activator or artifact in parental CHO-K1 cells | Fluo-8 calcium fluorescence; scaled to maximal ATP response, vehicle zero | activation, % at 3 µM | hit rate 0.48% among 360,000 | AID 602248; in the data active = activation above about 15%;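 also: untransfected CHO-K1 host cells lacking M1 receptor as counterscreen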
CHRM1 antagonist = human CHRM1 antagonism; CHO-K1 hM1, Fluo-8 calcium fluorescence, ACh EC80 antagonist; AID 588852; P11229; inhibition, % at 3 µM; hit rate 1.3% among 360,000;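 active = percent inhibition above its own plate's cutoff, namely the mean of that plate's compound wells plus 3 SD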;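 also: peak over basal fluorescence ratio during 140 s after agonist addition; 0% = ACh EC80 plus DMSO and 100% = DMSO alone without agonist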
The depositor's hits bear a star; nt = no result given.

SMILES	TAAR1 ag	CHO parental Ca	M1 PAM parental	CHO-K1 Ca antag	CHRM1 agonist	TAAR1 antag	OXTR potentiate	CHO-K1 Ca ag	CHRM1 antagonist
CCc1ccc(/C=C2/Sc3ccccc3N(CC(=O)NCC3CCCO3)C2=O)cc1 (stereo not drawn)	0	13	-5	13	-2	42	-11	6.0	14
Cc1cccc(CCNC(=O)CCS(=O)(=O)c2cc3c(cc2C)NC(=O)CO3)c1	34	-11	10	-5	-3	-26	0	0.2	-14
O=C(O)c1ccc(N2C(=O)c3cccc4cccc(c34)C2=O)cc1	0	nt	11	-9	0	-11	nt	0.7	-6
CC(C)=CCCC(C)=CCN1C(=O)CN(C)C1=O	1	nt	18	-22	-8	-14	nt	0.8	-10
COC(=O)c1ccc(OCC(=O)c2ccccc2)cc1	31	-10	12	-13	-3	-4	-13	0.8	12
CCCn1nc(NC(C)=O)c2cc3cccc(C)c3nc21	0	-11	28	-14	-6	8	-17	-0.8	-9
CCCCNC(=O)CCCCCNS(=O)(=O)c1ccc(Br)cc1	6	-13	-6	2	-10	-10	-1	0.6	0
Cc1cc(Nc2ccc(C)c(C)c2)n2nc(C)nc2n1	-1	-22	14	-7	-9	-9	4	-0.5	-2
CC(C)C(OC(=O)CN1C(=O)c2ccccc2C1=O)C(=O)NC1CCCCC1 (stereo not drawn)	2	-3	12	-12	5	13	-9	0.4	-11
COCCN=c1scc(C)n1/N=C/C1CC2C=CC1C2 (stereo not drawn)	-1	-12	4	-8	-3	28	3	0.4	-2
NS(=O)(=O)c1cccc(NC(=O)CCN2C(=O)C3CCCCC3C2=O)c1 (stereo not drawn)	2	-1	-13	-2	-5	3	2	-0.2	-2
CS(=O)(=O)N(CC(=O)N1CCc2ccccc2C1)Cc1ccccc1	-1	-13	11	-25	-5	6	5	1.4	-18
Cn1c2c(c(=O)n(C)c1=O)C(c1ccccc1OC(F)F)C1=C(CCCC1=O)N2 (stereo not drawn)	10	-5	21	-11	0	3	-4	0.2	-15
COc1ccc(C(=O)CSc2nccc(=O)[nH]2)cc1	10	7	13	-19	-2	-9	-12	0.0	8
CCc1nnc(NC(=O)c2cccc(S(=O)(=O)N3CCN(C(C)=O)CC3)c2)s1	0	-15	-12	-6	-1	-3	0	-0.2	-11
O=C(NCCc1ccc2c(c1)OCCO2)c1cc(S(=O)(=O)N2CCCC2)ccc1Br	0	nt	17	-17	-4	14	nt	2.2	-11
O=C(Nc1ccc(C(=O)N2CCCC2)cc1)c1cc(F)c(F)cc1Cl	-1	nt	-2	2	-1	1	nt	0.7	3
CC(C)CC(=O)N1CCN(CC2CC=CCC2)CC1 (stereo not drawn)	0	-16	20	-11	-5	6	-15	1.1	-6
O=C(CO/N=C/c1ccc(OC(F)F)cc1)NC1CCCC1	0	1	12	-13	-2	-25	-6	0.2	2
NC(=O)CCN(C(=O)c1cccc(S(=O)(=O)N2CCc3ccccc32)c1)c1ccccc1	5	-12	0	-12	-6	-8	-6	0.7	2
CCCN1C(=O)/C(=C\C=C2\N(CC)c3ccccc3C2(C)C)SC1=S	69*	nt	11	-5	2	65*	nt	3.3	2
COc1ccc2oc(=O)c(C(=O)N3CCN(c4ccccc4C)CC3)cc2c1	1	-7	4	-19	-5	-22	2	-0.6	-26
COc1ccc(NS(=O)(=O)c2ccc(SC)cc2)cc1	11	1	-9	-1	1	-6	-10	4.8	14
O=C(NCC1(N2CCCCC2)CCCCC1)c1cccc(S(=O)(=O)Nc2ccccc2Cl)c1	0	nt	-4	-17	-8	-4	nt	-0.5	-5
O=C(NCc1ccccc1)N1CCC(n2cnc3cc(F)ccc32)CC1	6	-12	11	1	-2	-3	-4	4.1	-6
C[C@]1(C(=O)O)Cc2oncc2C[C@@H]1C(=O)O	1	-5	18	-7	0	11	1	0.5	-15
O=C(CCS(=O)(=O)c1ccc(Cl)cc1)NC1CCCC1	19	-9	1	4	-3	7	-6	0.1	-11
CN1C[C@@H]2C(c3ccc(Cl)nc3)C3(c4ccc(C#N)cc4)CC2(C3)[C@H]1c1ccccc1 (stereo partly drawn)	4	-10	6	-7	-13	12	-3	1.0	55*
C=CCN1C(=O)/C(=C/c2ccccc2)S/C1=N/c1nccs1	0	9	28	-6	1	-4	-6	0.3	-8
Nc1ccccc1SCc1ccccc1Cl	-1	1	11	-6	-6	-16	-10	0.1	-7
C#CC(CC)(CC)NC(=S)Nc1cccc(C(C)=O)c1	4	-14	-5	15	-6	-1	-11	-0.4	8
COc1ccc(CCC(=O)Nc2cc(S(C)(=O)=O)ccc2Cl)cc1	nt	-2	23	-30	-5	nt	-6	1.4	-13
CCOc1c(C)cnc2c1c(=O)n(CC(=O)NCC1CCCO1)c(=O)n2C (stereo not drawn)	1	-10	31	-3	-3	-4	2	1.1	-17
Cc1nc(C(=O)NC2CC2)sc1C1(C)CC(c2ccccc2)=NO1 (stereo not drawn)	5	-24	10	-16	-3	-4	-5	0.2	0
Cc1ccc(OCC(=O)N2CCN(S(C)(=O)=O)CC2)cc1	6	-3	17	-11	-2	-16	-8	0.9	-9
COc1ccc(C2NC(=O)c3ccccc3O2)cc1 (stereo not drawn)	0	0	0	-15	-2	-19	-12	0.5	-16
O=C1CNC(=S)N1CCCn1ccnc1	0	2	-5	-1	-2	-14	-4	0.1	-21
COC(=O)C1CCN(C(=O)c2ccc(SC)cc2OC)CC1	11	5	13	-1	-4	6	-1	0.4	-5
C=CCOc1ccc2c(c1)c(S(=O)(=O)c1ccc(C)cc1)cn2COC	9	-18	9	-23	-2	-25	2	0.0	-5
O=C(c1ccco1)N1CCN(C(=O)c2ccco2)C1=S	-1	nt	2	-6	-4	-30	nt	0.0	-6
COC(=O)C1=CN(CC2CCCO2)C=C(C(=O)OC)C1c1ccsc1 (stereo not drawn)	4	-7	1	1	-5	-12	6	-0.1	-1
Cc1ccc(-n2[nH]c(C)c(/C=N/NC(=O)c3ccc(O)cc3O)c2=O)cc1	nt	-4	8	-14	0	nt	-12	-0.4	-13
Cc1cccc(N2CCN(Cc3nc(-c4cccc(Oc5ccccc5)c4)oc3C)CC2)n1	6	-20	12	-5	-6	-6	-8	-0.4	-11
CC(C)C[C@H]1CN=C(N(C)C)N1CC1CCCC1	2	-5	18	-14	-14	2	-5	0.5	3
O=C(Nc1nccs1)c1ccc(Cl)cc1[N+](=O)[O-]	12	-22	3	-11	-4	-19	-6	0.4	-5
Cc1cc[n+](CC[n+]2ccc(C)cc2)cc1	6	7	29	-23	-5	-3	4	0.1	-2
CCOc1ccc(S(=O)(=O)NCCC(=O)N2CCN(C(C)=O)CC2)cc1	2	nt	-11	10	-2	-10	nt	0.0	-2
CCN(CC)c1ccc(CNCc2cccs2)cc1	4	-10	-8	-17	-7	-3	-14	1.6	15
COc1cc(C(=O)Nc2ccc(S(=O)(=O)Nc3ncccn3)cc2)c([N+](=O)[O-])cc1OC	1	5	6	-1	-9	5	-7	0.6	2
C[C@H](NC(=O)C1CCN(S(=O)(=O)c2ccccc2)CC1)C(=O)NC1CC1	4	nt	16	-15	2	-21	nt	0.5	-14
CC1CCN(C(=O)Cn2c3ccc(F)cc3c3nc4n(c(=O)c32)CCCS4)CC1	nt	-11	17	-8	-3	nt	0	0.7	-3
Cc1cc(C)n(CC2CC(=O)N(c3ccc(C)c(Cl)c3)C2=O)n1 (stereo not drawn)	0	-13	12	-4	-11	-9	-8	0.4	-6
CN1CCN(C(=O)c2ccccc2NC(=O)COc2ccccc2Cl)CC1	2	-16	4	4	-2	-1	-3	3.6	-8
Cc1ccc(C(=O)N/C(=C\c2cccs2)C(=O)NC2CCCCC2)cc1	12	-13	10	0	-4	-5	5	-0.4	2

A second format for part of the listing above:
Every second line gives: TAAR1 ag | CHO parental Ca | M1 PAM parental | CHO-K1 Ca antag | CHRM1 agonist | TAAR1 antag | OXTR potentiate | CHO-K1 Ca ag | CHRM1 antagonist
> Cc1cc(C)n(CC2CC(=O)N(c3ccc(C)c(Cl)c3)C2=O)n1 (stereo not drawn)
 : 0 | -13 | 12 | -4 | -11 | -9 | -8 | 0.4 | -6
> CN1CCN(C(=O)c2ccccc2NC(=O)COc2ccccc2Cl)CC1
 : 2 | -16 | 4 | 4 | -2 | -1 | -3 | 3.6 | -8
> Cc1ccc(C(=O)N/C(=C\c2cccs2)C(=O)NC2CCCCC2)cc1
 : 12 | -13 | 10 | 0 | -4 | -5 | 5 | -0.4 | 2

Five entries drawn at random from the list so far:
SMILES	TAAR1 ag	CHO parental Ca	M1 PAM parental	CHO-K1 Ca antag	CHRM1 agonist	TAAR1 antag	OXTR potentiate	CHO-K1 Ca ag	CHRM1 antagonist
CN1CCN(C(=O)c2ccccc2NC(=O)COc2ccccc2Cl)CC1	2	-16	4	4	-2	-1	-3	3.6	-8
Cc1ccc(C(=O)N/C(=C\c2cccs2)C(=O)NC2CCCCC2)cc1	12	-13	10	0	-4	-5	5	-0.4	2
CCN(CC)c1ccc(CNCc2cccs2)cc1	4	-10	-8	-17	-7	-3	-14	1.6	15
CCOc1ccc(S(=O)(=O)NCCC(=O)N2CCN(C(C)=O)CC2)cc1	2	nt	-11	10	-2	-10	nt	0.0	-2
C[C@H](NC(=O)C1CCN(S(=O)(=O)c2ccccc2)CC1)C(=O)NC1CC1	4	nt	16	-15	2	-21	nt	0.5	-14

Screening data: PubChem BioAssay, The Scripps Research Institute Molecular Screening Center
